bIAP inh – intestinal alkaline phosphatase (bovine) inhibition; purified bovine IAP, CDP-star luminescence, 30 min; inhibition, % at 20 µM; 190,000 tested, under 10 active; AID 1019;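 active = over 50% inhibition of intestinal alkaline phosphatase at 20 µM in the single-dose screen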
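test system = bovine IAP enzyme | medium = DEA buffer 100 mM, pH 9.8, with MgCl2 1.0 mM, ZnCl2 0.02 mM | detection = luminescence | dosing = single compound dose of 20 µM, 2% DMSO final | incubation = 30 min reaction at room temperature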
Lmaj promast – reduces viability of Leishmania major promastigotes | hit rate 9% among 200,000 | resazurin fluorescence viability | inhibition, % at 10 µM; in the data active = inhibition above about 50%;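 note: promastigotes grown with compound for 44 hours at 28 °C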
TNAP act hi DEA – TNAP (human) activation, high acceptor | P05186 | purified TNAP, CDP-star luminescence, 1 M DEA, 30 min; active compounds read high; 0 = EDTA background, 1 = DMSO-only activity | activation factor at 20 µM | 200,000 tested, under 10 active | AID 1136;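 active = activation factor at least 2 at 20 µM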
Target sequence (P05186 whole entry, looked up): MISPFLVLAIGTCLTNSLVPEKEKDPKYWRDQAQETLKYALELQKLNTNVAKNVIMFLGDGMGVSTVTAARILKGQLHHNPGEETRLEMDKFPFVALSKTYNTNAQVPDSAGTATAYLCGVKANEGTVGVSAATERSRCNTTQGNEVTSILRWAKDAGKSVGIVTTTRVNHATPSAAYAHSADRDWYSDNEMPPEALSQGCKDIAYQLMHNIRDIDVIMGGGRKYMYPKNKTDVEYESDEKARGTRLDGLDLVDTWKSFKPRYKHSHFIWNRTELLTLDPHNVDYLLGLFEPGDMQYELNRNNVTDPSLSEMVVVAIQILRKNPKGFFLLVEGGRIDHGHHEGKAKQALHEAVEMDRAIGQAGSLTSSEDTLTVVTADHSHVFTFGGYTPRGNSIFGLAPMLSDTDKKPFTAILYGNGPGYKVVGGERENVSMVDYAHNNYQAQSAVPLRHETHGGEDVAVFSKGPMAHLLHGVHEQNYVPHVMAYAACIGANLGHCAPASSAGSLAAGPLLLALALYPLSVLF
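Test system – human TNAP · Doses – 20 µM single point · Incubation – 30 min, room temperature · Signal – luminescent substrate turnover signal · Read-out basis – activation factor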
bIAP act – intestinal alkaline phosphatase (bovine) activation; activation factor at 20 µM; purified bovine IAP, CDP-star luminescence, 30 min; active compounds read high; fold of DMSO-control signal, blank-subtracted; hit rate 0.17% among 200,000; AID 1016;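 active = activation factor of 2 or more at 20 µM, a signal rise over negative controls twice the positive control's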
PMI activator – increases human mannose-6-phosphate isomerase activity; purified human PMI, coupled resazurin fluorescence, 20 min; active compounds read high; 1 = vehicle control, 0 substrate-free wells; activation factor at 20 µM; hit rate 0.005% among 190,000; AID 1214;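 active = activation factor of 2 or more at 20 µM, relative to plate controls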
Target sequence (P34949 whole entry, looked up): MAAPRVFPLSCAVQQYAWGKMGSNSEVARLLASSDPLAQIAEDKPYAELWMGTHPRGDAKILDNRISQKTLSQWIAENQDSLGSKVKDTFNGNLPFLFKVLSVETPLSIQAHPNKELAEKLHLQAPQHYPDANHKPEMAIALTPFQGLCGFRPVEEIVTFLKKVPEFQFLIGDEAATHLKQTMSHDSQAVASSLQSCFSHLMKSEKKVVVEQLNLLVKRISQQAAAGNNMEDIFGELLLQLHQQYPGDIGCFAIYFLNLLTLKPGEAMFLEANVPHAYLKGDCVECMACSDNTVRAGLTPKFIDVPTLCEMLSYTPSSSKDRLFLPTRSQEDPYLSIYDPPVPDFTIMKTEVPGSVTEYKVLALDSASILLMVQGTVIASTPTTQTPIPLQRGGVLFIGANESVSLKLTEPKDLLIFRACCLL
Diaphorase inh – diaphorase inhibition or chemical oxidation counter-screen; hit rate 0.69% among 190,000; diaphorase resazurin-to-resorufin fluorescence, NADH, 16 min; bacterial (C. kluyveri) enzyme, not human; inhibition, % at 20 µM;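 active = primary screen inhibition at 20 µM above a set limit, cut at about 50% in these data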;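 note: plate controls were DMSO with full reaction for no effect and wells lacking NADH for full effect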
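System: Bacterial diaphorase enzyme (C. kluyveri) | Incubation: 16-min room-temperature incubation before reading | Benchmarks: No-NADH positive control and DMSO neutral control | Measured by: Resorufin fluorescence 544/590 nm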
TNAP inh hi DEA – blocks human TNAP under high phosphate acceptor concentration | P05186 | purified TNAP, CDP-star luminescence, 1 M DEA | inhibition, % at 20 µM | hit rate 0.03% among 200,000 | AID 1135;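 active = over 50% inhibition of tissue-nonspecific alkaline phosphatase at 20 µM in the single-dose screen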;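 note: plate controls were DMSO wells for no effect and EDTA-quenched wells as full inhibition for full effect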
PMI act satM6P – increases human PMI activity with near-saturating mannose 6-phosphate | P34949 | coupled PMI enzyme assay, resazurin fluorescence, 20 min; active compounds read high; 1 = untreated enzyme, 0 = substrate-free blank | activation factor at 20 µM | hit rate 0.34% among 190,000 | AID 1216;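 active = activation factor of 2 or more at 20 µM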
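Test system: human PMI in coupled enzyme assay; Input: PMI at 15 ng/mL final; Medium: HEPES buffer, pH 7.4; Schedule: 20 min incubation at room temperature; Technique: resorufin fluorescence at Ex 544/Em 590 nm; Compound: 20 µM single dose; Probe or stimulus: Near-saturating mannose-6-phosphate, 1.0 mM.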
TNAP inh noacc – blocks human TNAP activity with no phosphate acceptor present; AID 1012; purified TNAP, CDP-star luminescence, 30 min; P05186; inhibition, % at 20 µM; hit rate 0.26% among 200,000;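 active = tissue-nonspecific alkaline phosphatase inhibition above about 50% at 20 µM in the single-dose screen, limit read from the data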;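 note: 0% = DMSO negative control and 100% = EDTA positive control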
Diaphorase act – activates diaphorase or chemically reduces, flagging diaphorase assay artifacts; activation factor at 20 µM; Diaphorase/resazurin coupled assay, resorufin fluorescence, 16 min; active compounds read high; 1 = vehicle wells, 0 = NADH-free wells; AID 1229; hit rate 0.005% among 190,000;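 active = diaphorase activity raised at least twofold by the compound at 20 µM; inactive = activation factor below 2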
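Assay system: bacterial diaphorase enzyme (C. kluyveri) / Input: enzyme 0.07 U/mL final / Medium: 50 mM HEPES pH 7.4 with 4.542 mM MgCl2, 0.005% Tween 20 / Doses: single compound dose of 20 µM, 1% DMSO final / Incubation: 16 min enzyme reaction, ambient temperature / Signal: fluorescence, excitation 544 nm and emission 590 nm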
Numbers without * were called inactive.

SMILES	bIAP inh	Lmaj promast	TNAP act hi DEA	bIAP act	PMI activator	Diaphorase inh	TNAP inh hi DEA	PMI act satM6P	TNAP inh noacc	Diaphorase act
CCOC(=O)c1ccc(S(=O)(=O)Nc2nc3cc(S(=O)(=O)NC4=NCCCCC4)ccc3s2)cc1	2.6	-4.5	1	1	1	11.1	3.1	1	-7.8	0.9
CCc1ccc(-c2nc(-c3ccncc3)no2)cc1	1.9	-2.9	1.1	1	1	-0.6	-6.0	1	1.3	1
CCOC(=O)CCc1c(C)c2ccc(OCc3ccc([N+](=O)[O-])cc3)cc2oc1=O	6.4	-1.2	1	0.9	1	15.2	-4.3	1	-17.4	0.8
Cc1ccc(C(=O)N2CCc3ccccc32)cc1	-3.9	-3.0	1	1	1.1	-7.3	-1.3	1	-6.1	1.1
COc1ccc(C2NC(=O)NC(O)(C(F)(F)F)C2C(=O)c2ccc(F)cc2)cc1 (stereo unspecified)	9.2	-2.0	1	0.9	0.9	14.4	-4.4	0.9	-14.1	0.9
Cc1c(CN2CCc3c([nH]c4ccccc34)C2C2CCCCC2)cnn1C (stereo unspecified)	-1.8	23.5	1.1	1	1	8.9	-7.5	1	-10.3	0.9
C/C(=N\NC(=O)CSc1nnc(C)s1)c1ccc(O)cc1	7.6	38.3	1	0.9	1.1	0.1	0.5	1.1	-9.4	1
O=S1(=O)CCN(Cc2ccc(Cl)cc2)CC1	10.2	-1.2	1	0.9	0.9	9.9	-2.5	1	-4.5	0.9
S=c1[nH]nc(COc2ccccc2)n1/N=C/c1cccs1	17.9	-7.1	1	0.8	0.8	25.7	-1.3	0.9	25.4	0.7
COc1ccc(C(CNC(=O)Cc2c(F)cccc2Cl)N2CCCCC2)cc1 (stereo unspecified)	-27.9	-2.0	1	1.3	1	4.0	-2.7	1.1	-7.0	1
CCOC(=O)c1ccc(CNC(=O)Cn2nnc(-c3ccccc3)n2)o1	-3.4	5.2	1	1	1	6.7	0.0	1.1	-8.4	0.9
O=c1cc(CSc2nnc(-c3ccco3)o2)c2ccccc2[nH]1	8.6	0.2	1	0.9	1	6.6	0.9	1	-3.1	0.9
Cc1ccc(C)c(NC(=O)CN(C)S(=O)(=O)c2ccccc2)c1	5.8	-6.1	1	0.9	0.9	5.6	1.1	1	3.9	0.9
Cc1cc(Cl)ccc1OCC(=O)Nc1ccccc1N1CCOCC1	16.0	5.5	1	0.8	0.8	22.3	-3.6	0.8	-7.7	0.8
CC1(C)C(=O)OC(C(=O)c2ccccc2)C2(CCCCC2)C1=O (stereo unspecified)	-8.1	1.1	1.1	1.1	1	9.7	-8.5	1	-15.0	0.9
CC1CCCCN1Cc1ccc(-c2nn[nH]n2)cc1 (stereo unspecified)	10.0	-2.4	1.1	0.9	0.9	2.4	-5.1	1	-0.4	1
COc1ccccc1NS(=O)(=O)c1cc(NC(=O)c2ccc(=O)[nH]c2)ccc1N1CCOCC1	-4.1	5.8	1.1	1	1	17.5	-6.3	1	-1.6	0.8
COc1ccc(NC2CCN(C3CC(=O)N(c4ccc(F)c(Cl)c4)C3=O)CC2)cc1 (stereo unspecified)	-1.4	-5.3	1	1	0.8	14.7	-4.7	0.9	-3.2	0.9
COCCCN1C(=O)c2ccc(C(=O)NCc3ccco3)cc2C1=O	5.6	3.6	1	0.9	1	7.6	-4.9	1	-11.5	0.9
Cc1onc(-c2ccccc2Cl)c1C(=O)NC(=S)NCc1cccnc1	2.1	21.5	0.9	1	1	-6.9	5.8	1	-4.6	1.1
NC(=O)N/N=C/c1cc(Br)ccc1OCC(=O)NCc1ccccc1	1.2	-4.0	1.1	1	0.9	19.1	-6.6	0.9	-4.0	0.8
Cc1ccc(NC(=O)c2onc(C)c2Cl)cc1	18.6	-6.7	1.1	0.8	1	20.6	-6.5	0.9	-16.3	0.8
CCCCCN1CSC(=S)N(Cc2ccccc2)C1	5.3	32.3	1	0.9	0.9	20.0	2.1	0.9	-17.5	0.8
Cc1onc(-c2ccccc2)c1C(=O)N/N=C/c1cc2c(cc1Br)OCO2	34.9	100.4*	1	0.7	0.9	9.5	0.9	0.8	3.2	0.9
COc1ccc2cc(C(=O)C3CCCN(C(=O)CCc4cnn(C)c4)C3)ccc2c1 (stereo unspecified)	-10.3	0.3	1.1	1.1	1	25.5	-6.5	0.9	-8.2	0.7

Among those listed so far, three contain a furan ring, fused or not.
SMILES	bIAP inh	Lmaj promast	TNAP act hi DEA	bIAP act	PMI activator	Diaphorase inh	TNAP inh hi DEA	PMI act satM6P	TNAP inh noacc	Diaphorase act
CCOC(=O)c1ccc(CNC(=O)Cn2nnc(-c3ccccc3)n2)o1	-3.4	5.2	1	1	1	6.7	0.0	1.1	-8.4	0.9
O=c1cc(CSc2nnc(-c3ccco3)o2)c2ccccc2[nH]1	8.6	0.2	1	0.9	1	6.6	0.9	1	-3.1	0.9
COCCCN1C(=O)c2ccc(C(=O)NCc3ccco3)cc2C1=O	5.6	3.6	1	0.9	1	7.6	-4.9	1	-11.5	0.9

Compound profiles, from the list above. Order of values: bIAP inh, Lmaj promast, TNAP act hi DEA, bIAP act, PMI activator, Diaphorase inh, TNAP inh hi DEA, PMI act satM6P, TNAP inh noacc, Diaphorase act
Listed for Cc1ccc(NC(=O)c2onc(C)c2Cl)cc1 → 18.6, -6.7, 1.1, 0.8, 1, 20.6, -6.5, 0.9, -16.3, 0.8
Listed for CC1CCCCN1Cc1ccc(-c2nn[nH]n2)cc1 (stereo unspecified) → 10.0, -2.4, 1.1, 0.9, 0.9, 2.4, -5.1, 1, -0.4, 1
Listed for S=c1[nH]nc(COc2ccccc2)n1/N=C/c1cccs1 → 17.9, -7.1, 1, 0.8, 0.8, 25.7, -1.3, 0.9, 25.4, 0.7
Listed for CC1(C)C(=O)OC(C(=O)c2ccccc2)C2(CCCCC2)C1=O (stereo unspecified) → -8.1, 1.1, 1.1, 1.1, 1, 9.7, -8.5, 1, -15.0, 0.9

The list goes on:
SMILES	bIAP inh	Lmaj promast	TNAP act hi DEA	bIAP act	PMI activator	Diaphorase inh	TNAP inh hi DEA	PMI act satM6P	TNAP inh noacc	Diaphorase act
CC(C)C(=O)NC(Nc1ccccc1F)C(Cl)(Cl)Cl (stereo unspecified)	5.8	4.5	1.1	0.9	0.9	22.5	-5.6	0.9	-10.1	0.8
CC(=O)N1CCN2C(=O)C1CCCC(=O)c1cc(C3CCCCC3)ccc12 (stereo unspecified)	-15.3	5.8	1.1	1.2	1	20.3	-7.9	0.9	-19.6	0.8
Cc1ccc2nc(-c3sc4nc(C)cc(C)c4c3N)[nH]c2c1	-2.2	-2.4	1	1	0.9	2.5	1.6	1	5.6	1
CC1CN(C(=O)COC(=O)c2ccc(N(C)C)cc2)CC(C)O1 (stereo unspecified)	-7.8	-6.7	1	1.1	1.1	-1.5	-1.6	1.1	-5.9	1
COC(=O)[C@H](CCSC)NC(=O)NCc1ccc(S(N)(=O)=O)cc1	9.6	-3.6	1	0.9	1	16.1	-2.8	1	-10.6	0.8
Cc1cc(C(=O)N/N=C2\CC(=O)CC(C)(C)C2)c(C)n1-c1ccccc1	-11.2	-5.1	1	1.1	0.9	-2.7	-2.7	0.6	-7.2	1
Cc1c(CNCC(C)c2ccccc2)c(C(=O)O)c(C)n1Cc1ccccc1 (stereo unspecified)	31.3	0.0	1	0.7	1.1	-0.3	1.4	1.1	28.4	1
O=C(CSc1ccc(Cl)cc1)NN=C1CCCCCC1	-4.8	-6.3	1	1	1	9.8	-4.7	0.9	-6.1	0.9
CS(=O)(=O)N1CCc2cc(C(=O)N3CCCC3)ccc21	-7.5	-6.3	1.1	1.1	1	4.4	-6.4	1.1	-13.9	1
Cc1ccc(Nc2c(-c3ccco3)nc3ccccn23)cc1	-15.7	22.0	1	1.2	0.9	5.8	-2.9	0.9	-10.0	0.9
CC(=O)N1CCN(S(=O)(=O)c2cccc(C(=O)Nc3ccc4c(c3)CCC4)c2)CC1	-0.7	0.4	1.1	1	1.1	-12.3	-8.0	1.1	-5.5	1.1
COc1ccc(S(=O)(=O)NC2CC2)cc1C(=O)N1CCOCC1	-4.6	-2.4	1.1	1	0.9	9.2	-5.2	1	-11.7	0.9
CC(C)(C)OC(=O)N1CCN(C(=O)c2cccnc2Cl)CC1	8.7	-4.1	1	0.9	1	7.8	-4.3	1	-8.5	0.9
CC(C)(C)c1ccc(OC(=O)c2ccc3nsnc3c2)cc1	34.1	-2.2	1	0.7	0.9	10.7	-2.0	0.9	-4.9	0.9
COc1cccc(-c2noc(N)c2C#N)c1	0.5	-5.8	1	1	0.9	5.9	-0.8	0.9	-7.4	0.9
O=C(Nc1ccccc1)C1CC2CCCC(C1)C2=O (stereo unspecified)	-0.6	-3.5	1.1	1	0.8	11.9	-7.5	0.9	-10.5	0.9
CC(C)CC(c1nnnn1CC1CCCO1)N1CCN(C2CCCC2)CC1 (stereo unspecified)	-3.4	-4.5	1	1	1	7.0	-0.3	1.1	-13.7	0.9
c1ccc(-n2nnnc2-n2nnc3ccccc32)cc1	20.7	1.9	1.1	0.8	1	16.6	-6.6	1.1	-5.7	0.8
CCN1CCN(C(=O)c2nn(-c3ccccc3)c(=O)c3ccccc23)CC1	-2.7	-2.8	1	1	1	0.0	-1.4	1.1	-0.3	1
CCOC(=O)CNC(=O)CSc1nc(N(C)C)nc(N2CCOCC2)n1	11.5	-3.2	1	0.9	0.9	12.5	-2.4	0.9	-12.6	0.9
COc1ccc(C(=O)NCC(=O)OCc2ccc([N+](=O)[O-])cc2)cc1	-0.9	-7.0	1	1	1	4.9	-4.5	1	-7.9	1
O=S(=O)(c1ccccc1)c1cnc(-c2ccccc2)nc1N1CCCCC1	18.5	23.6	1	0.8	0.9	7.5	-3.0	0.9	-12.2	0.9
CCN1CCCc2cc(CN(CCN3CCOCC3)C(=S)Nc3ccccc3OC)ccc21	-3.9	20.3	1	1	0.9	19.9	-0.5	0.8	-7.8	0.8
O=C(NNC1CC(=O)N(c2ccccc2)C1=O)c1ccc(COc2ccccc2Cl)o1 (stereo unspecified)	4.0	-7.2	1	1	1	16.7	-3.9	0.9	-20.3	0.8
FC(F)(Cl)c1nnc2ccc(Sc3ccccn3)nn12	-2.4	2.6	1	1	1.2	7.1	2.1	1.1	-5.4	0.9
